# CF NFkB block: inhibitors of cystic fibrosis induced NF-kB; KKLEB NF-kB-GFP reporter, PAF-induced, GFP fluorescence overnight; inhibition, % at 5 µM; hit rate 0.86% among 360,000; AID 588850;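 active = at least 50% inhibition at 5 µM, scaled per plate between neutral and stimulator controls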;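 also: PAF is a Pseudomonas aeruginosa culture filtrate used as stimulus; plate controls were PAF-stimulated DMSO wells for no effect and unstimulated DMSO wells for full effect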
# NR2F2 inh: blocks human COUP-TFII nuclear receptor | P24468 | HEK293T NGFI-A luciferase reporter, luminescence | inhibition, % at 8.6 µM | hit rate 0.7% among 370,000;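 active = inhibition above a per-plate cutoff, mean inhibition of test wells between control levels plus 3 SD, cut at about 38% in these data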;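 also: cells cotransfected with COUP-TFII expression vector driving the NGFI-A reporter; 0% = median of COUP-TF2 test wells and 100% = reporter-only cells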
# TWEAK Fn14 block: inhibitors of TWEAK-Fn14 interaction signaling | inhibition, % at 10 µM | AID 1159606 | TWEAK-stimulated Fn14 reporter cells, luciferase luminescence, 8 h | hit rate 2% among 360,000; in the data active = inhibition above about 50%
# Shn3 3UTR inh: inhibitors of Schnurri-3 3'UTR reporter in osteoblasts; Clone20 osteoblast Shn3 3'UTR firefly luciferase, 24 h; inhibition, % at 12.5 µM; hit rate 0.52% among 360,000;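 active = mean inhibition of at least 75% with every replicate also reaching 75%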;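 also: 0% = median of neutral control wells and 100% = pilot-screen positive control compound; some compounds past the cut are filed as inactive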
# TROY NFkB inh: TROY signaling inhibition | hit rate 0.98% among 360,000 | inhibition, % at 10 µM | AID 1347056 | Q293 LMP1-TROYcd NF-kB luciferase reporter, 4 h;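 active = compounds whose plate-normalised and pattern-corrected inhibition of the luciferase reporter signal at the single screening dose is 50% or more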
# SRC3 inh: inhibitors of human steroid receptor coactivator 3 (SRC3); Q9Y6Q9; hit rate 0.17% among 360,000; AID 588352; HEK293 GAL4-SRC3 luciferase reporter, luminescence; inhibition, % at 3.6 µM;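 active = inhibition above a per-campaign cutoff, the mean of all compounds plus 3 SD, cut at about 60% in these data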;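 also: 0% = DMSO-treated cells and 100% = gossypol-treated cells at 36 µM; higher means less SRC3-driven luciferase light from the GAL4 reporter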
# Target sequence (Q9Y6Q9 whole entry, looked up, the tested form may be a part): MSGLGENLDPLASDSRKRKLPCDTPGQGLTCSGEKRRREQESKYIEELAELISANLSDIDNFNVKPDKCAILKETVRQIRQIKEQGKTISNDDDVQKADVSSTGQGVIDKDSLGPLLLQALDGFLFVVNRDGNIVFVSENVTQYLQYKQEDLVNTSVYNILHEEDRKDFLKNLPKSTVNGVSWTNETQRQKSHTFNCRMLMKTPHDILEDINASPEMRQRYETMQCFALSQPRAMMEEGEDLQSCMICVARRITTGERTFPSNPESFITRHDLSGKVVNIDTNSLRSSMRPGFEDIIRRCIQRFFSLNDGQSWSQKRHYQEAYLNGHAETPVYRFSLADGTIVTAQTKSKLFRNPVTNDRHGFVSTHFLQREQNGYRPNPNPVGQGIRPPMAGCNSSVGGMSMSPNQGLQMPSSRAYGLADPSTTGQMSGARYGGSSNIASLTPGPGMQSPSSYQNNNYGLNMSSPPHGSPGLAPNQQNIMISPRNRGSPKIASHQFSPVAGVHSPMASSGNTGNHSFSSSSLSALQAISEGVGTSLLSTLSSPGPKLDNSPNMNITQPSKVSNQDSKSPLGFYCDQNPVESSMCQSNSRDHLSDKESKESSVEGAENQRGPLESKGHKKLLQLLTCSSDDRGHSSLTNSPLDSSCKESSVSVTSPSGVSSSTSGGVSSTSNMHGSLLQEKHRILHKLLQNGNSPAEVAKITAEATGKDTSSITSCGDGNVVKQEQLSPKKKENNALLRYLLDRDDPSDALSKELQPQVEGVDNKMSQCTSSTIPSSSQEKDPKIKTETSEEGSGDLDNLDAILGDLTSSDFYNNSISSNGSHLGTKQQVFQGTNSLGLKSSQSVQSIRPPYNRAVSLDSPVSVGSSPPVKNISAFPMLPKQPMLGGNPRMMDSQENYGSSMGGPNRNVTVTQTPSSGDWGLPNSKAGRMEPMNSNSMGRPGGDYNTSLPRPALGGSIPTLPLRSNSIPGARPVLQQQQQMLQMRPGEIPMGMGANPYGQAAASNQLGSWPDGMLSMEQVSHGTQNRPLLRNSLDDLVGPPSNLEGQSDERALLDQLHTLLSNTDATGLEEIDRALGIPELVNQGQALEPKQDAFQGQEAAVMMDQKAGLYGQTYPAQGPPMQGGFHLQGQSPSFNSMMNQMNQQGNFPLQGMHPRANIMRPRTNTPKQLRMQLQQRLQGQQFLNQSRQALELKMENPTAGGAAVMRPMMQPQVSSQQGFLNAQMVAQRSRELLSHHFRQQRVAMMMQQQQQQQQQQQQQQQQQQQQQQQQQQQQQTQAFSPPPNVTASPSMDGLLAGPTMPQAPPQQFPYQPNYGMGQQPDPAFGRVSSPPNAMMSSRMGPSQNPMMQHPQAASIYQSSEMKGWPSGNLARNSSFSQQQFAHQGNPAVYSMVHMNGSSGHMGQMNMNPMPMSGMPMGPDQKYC
# NCOA1 inh: inhibits human SRC1 coactivator; Q15788; HEK293 GAL4-SRC1 luciferase reporter, luminescence; inhibition, % at 3.6 µM; hit rate 0.12% among 360,000; AID 588354;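 active = inhibition above the campaign mean plus 3 SD, with each screening campaign given its own cutoff, cut at about 60% in these data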;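 also: 0% = DMSO treated cells and 100% = gossypol at 36 µM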
# KKLEB tox: CF airway cell cytotoxicity counter-screen; KKLEB CF airway cells viability, ATPlite luminescence, overnight; stronger effect = lower value; cells stimulated with P. aeruginosa culture filtrate; activity change (cytotoxicity), % at 5 µM; hit rate 0.36% among 360,000; AID 602141;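 active = corrected activity change at or below -50% at 5 µM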
# LRH-1 inv ag: inverse agonists of human LRH-1 (NR5A2). O00482. HEK293T StAR-luciferase reporter, LRH-1 transfected, 24 h. inhibition, % at 3.6 µM. hit rate 0.13% among 360,000. AID 602396;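 active = inhibition above the mean inhibition of all tested compounds plus 3 SD, cut at about 73% in these data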;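 also: 0% = DMSO wells and 100% = reporter-only cells lacking LRH-1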
# EBV LMP1 NFkB: inhibitors of Epstein-Barr LMP1-induced NF-kappaB reporter. LMP1-induced NF-kappaB luciferase reporter cells, luminescence. inhibition, % at 12.5 µM. hit rate 0.69% among 350,000. AID 504558; in the data active = inhibition above about 41%;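 also: 0% = neutral control wells and 100% = reference inhibitor control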
# TRAIL sens C8: sensitizes caspase-8 expressing cells to TRAIL | hit rate 1% among 360,000 | NB7+C8 cells + TRAIL, ATPlite viability luminescence | inhibition (viability loss, TRAIL sensitization), % at 10 µM;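 active = compounds causing at least 50% loss of cell viability in the single-dose screen, relative to plate controls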
# Starred values were filed as active, the others as inactive; x = no result given. This is a subset. The share of hits here may be higher or lower than overall.
No.	Structure	CF NFkB block	NR2F2 inh	TWEAK Fn14 block	Shn3 3UTR inh	TROY NFkB inh	SRC3 inh	NCOA1 inh	KKLEB tox	LRH-1 inv ag	EBV LMP1 NFkB	TRAIL sens C8
1	NC(=O)C1CCN(C(=O)c2ccc3ncsc3c2)CC1	-10	-4	-6	-6	2	-3	-10	6	-4	-1	-13
2	CCN(CC)S(=O)(=O)c1cc(NC(=O)C(CC(C)C)NC(N)=O)ccc1C (stereo not given)	3	-15	-2	8	7	13	-9	2	3	6	-7
3	NC(=O)CCN1CCCCC1	-6	5	-4	5	-9	15	1	-2	21	-5	2
4	O=C(Nc1nnc(-c2ccccc2)o1)c1ccc(Cl)cc1	9	-5	-47	-11	-16	-9	-21	2	-5	25	11
5	CN1CCN(C(=O)/C(=C/c2ccc(F)cc2)NC(=O)c2ccccc2)CC1	-15	1	-10	-4	10	-12	-16	8	-5	9	12
6	CC/C(Cc1ccccc1)=N\NC(=O)c1cc([N+](=O)[O-])cc([N+](=O)[O-])c1	-7	7	-8	2	15	22	-12	13	-11	-5	2
7	COc1cccc(SCC2(O)CCN(C(=O)c3ccc(Cl)cc3)CC2)c1	14	-4	10	-8	-19	-14	4	-11	18	2	-7
8	Cc1c(-n2cc(C(=O)c3cc(Cl)ccc3O)cc(C#N)c2=O)c(=O)n(-c2ccccc2)n1C	12	x	15	3	1	-7	10	-3	-9	6	10
9	N#Cc1ccc(CSc2nnc(Cc3cccs3)n2Cc2ccco2)cc1	6	x	76*	4	x	4	-16	3	6	-7	-3
10	N#C/C(=N\Nc1ccc([N+](=O)[O-])cc1)C(=N)N1CCOCC1	0	-24	-22	-17	-48	-16	-25	-5	-45	1	3
11	O=C(NCC1CC1(Cl)Cl)Nc1ccc(Cl)c(Cl)c1 (stereo not given)	22	-21	29	-48	53*	-54	-76	1	-75	-14	2
12	CCOC(=O)C1=C(c2ccc(O)cc2)NC(=O)NC1C (stereo not given)	1	10	17	8	7	4	3	3	-1	x	-1
13	CCOCCCNCc1cn(-c2ccc(F)cc2F)nc1-c1ccccc1C	-7	19	3	34	19	5	-18	3	-4	6	13
14	COc1cc(Nc2nc3ccccc3nc2NS(=O)(=O)c2ccc([N+](=O)[O-])cc2)cc(OC)c1OC	27	-12	-1	49	5	4	22	3	3	15	12
15	COc1ccccc1C(=O)COC(=O)CNC(=O)c1ccc(Br)o1	2	2	-12	-1	7	-30	-7	14	-13	2	-10
16	Cc1ccc(NC(=O)COCC(=O)Nc2ccc(F)cc2)cc1	-18	9	0	-14	-18	-8	-21	0	-11	0	-5
17	Cn1c(CNC(=O)c2ccccc2F)cc2ccccc21	11	16	5	-3	-7	-21	-52	-10	28	-6	-8
18	COc1cccc(CNc2nc(C(F)(F)F)nc3ccccc23)c1	32	19	34	41	38	4	-6	5	22	0	14
19	CS(=O)(=O)c1ccc(Cl)c(NC(=O)COC(=O)c2c(Cl)cccc2Cl)c1	-5	-17	-13	10	-21	-6	-2	-4	4	-1	-3
20	COc1ccc(N2C(=O)CC(N3CCN(c4ccc(C(=O)c5cccnc5)cc4)CC3)C2=O)cc1 (stereo not given)	14	10	-5	-3	-8	0	3	-1	-8	7	16
21	COc1ccc(Nc2nc(N3CCCC3)nc3ccccc23)c(OC)c1	-114	17	-92	53	-46	37	26	-7	18	-6	26
22	COc1cccc(-c2csc(N3CCN(C(=S)NCC(C)C)CC3)n2)c1	-22	9	-12	4	1	-5	5	8	1	8	-1
23	O=C(Nc1cc(Sc2ccccn2)cc([N+](=O)[O-])c1)c1ccc(Cl)cc1	26	0	65*	79	17	-7	-12	-17	-10	-13	15
24	CC(=O)Nc1ccc(S(=O)(=O)NC(=O)C23CC4CC(CC(C4)C2)C3)cc1	1	13	5	-4	-6	-4	-6	3	10	3	4
25	Cc1cc2c(cc1C)C(=O)C(Br)=C(N)C2=O	-30	4	-15	-23	-23	-20	-23	9	15	-13	16
26	CC(=O)Nc1cc(-c2cccc(C(=O)NCCO)c2)cn2c(-c3ccc(F)c(Cl)c3)cnc12	-45	-34	-37	-6	-17	-4	5	-4	24	x	5
27	O=C(C1CC1)N1CCC(C(O)(c2ccccc2)c2ccccc2)CC1	-3	-3	14	2	2	13	-5	0	14	-4	13
28	CCOc1cc(N2CCOCC2)c(OCC)cc1NC(=O)c1ccc(F)c(S(=O)(=O)N2CCOCC2)c1	-12	7	-11	11	-16	13	-20	4	6	-4	-7
29	COc1ccc([C@@H]2[C@@H]3C(=O)N(C(C)(C)C)C(=O)[C@@H]3[C@]3(Cc4ccccc4)C(=O)N(c4ccc(C(F)(F)F)cc4)C(=O)N23)cc1	28	-6	-6	35	-7	3	-15	-29	-8	4	1
30	N#C/C(=C\c1c(N2CCN(c3ccccc3)CC2)nc2ccccn2c1=O)S(=O)(=O)c1ccccc1	-8	-23	-2	-10	-12	17	16	-19	-18	5	-3
31	CCCCOc1ccc(N=Nc2ccc(N)nc2N)cn1	-6	-17	-7	-70	-49	-23	-26	0	-41	-20	-13
32	CC(c1ccccc1)N(NC(=O)C(O)(c1ccccc1)c1ccccc1)C(=O)c1ccccc1 (stereo not given)	0	4	-5	11	9	23	12	12	-2	-11	3
33	O=C(NCCCn1ccnc1)/C(=C\c1cccnc1)NC(=O)c1ccccc1F	9	2	-8	6	12	21	-9	1	5	-8	-9
34	COc1cc2c(cc1OC)CN(C(=O)CCc1c[nH]c3ccccc13)[C@H](C(=O)O)C2	6	-5	6	-13	0	10	10	-1	-2	5	-5
35	COc1ccccc1C(=O)OCc1ccc2sc(C)nc2c1	3	-35	-27	-28	-46	7	3	17	16	-10	-6
36	c1ccc(Nc2nc(N3CCOCC3)c3ccccc3n2)cc1	2	18	28	x	-3	-20	-1	-5	28	17	7
37	Cc1ccc(NC(=O)NNC(=O)c2cc3ccccc3cc2O)c(C)c1	0	-8	25	3	-25	-9	-11	7	5	13	2
38	COc1ccc2cc(Br)ccc2c1CC(=O)NC1CC(C)(C)NC(C)(C)C1	31	-9	-10	-1	-5	-5	3	-22	-8	-5	17
39	CCOc1ccccc1CNC(=O)C1CCN(c2nnc(C)c3c(C)n(-c4ccc(C)cc4)nc23)CC1	-48	0	-13	41	-28	11	-34	-21	-11	-1	71*
40	Cc1ccc(NC(=O)c2ccccc2O)cc1	9	-48	0	-66	x	-96	-107	-8	-176	-30	52*
41	COC(=O)c1ccc(NC(=O)c2ccco2)cc1	11	-49	4	-28	-37	-66	-83	-6	-137	-8	15
42	COc1ccc(NC(=O)CN(C)C(=O)Cc2ccc3c(c2)CCC3)cc1	3	5	12	4	8	8	7	7	-1	-4	-6
43	CCOC(=O)CNC(=O)C1(/C=C/c2ccccc2)CC(=O)N1c1ccc(C)cc1 (stereo not given)	-1	-27	15	-5	6	9	8	-6	5	7	-2
44	CCCc1cc(=O)[nH]c(SCC(=O)N(C)CC(=O)Nc2ccc(F)cc2)n1	-17	-5	-3	-10	1	5	-20	17	17	-2	0
45	COC(=O)c1cccc(CC2(C)C(=O)Nc3ccc(OC(F)(F)F)cc32)c1 (stereo not given)	-17	8	-17	13	22	7	10	-6	-7	x	-17
46	CCC1Oc2ccccc2N(CC(=O)NCCC2=CCCCC2)C1=O (stereo not given)	-5	-1	0	18	-17	25	7	11	-34	-4	-3
47	CC1(C)CC(=O)C2=C(C1)Nc1nc(SCCN3CCOCC3)[nH]c(=O)c1C2c1cccs1 (stereo not given)	3	-3	9	9	-11	-7	-7	-7	2	0	-3
48	CCn1nc(C)c(/C=N/NC(=O)CSc2ccccn2)c1C	12	5	-6	-48	-38	-22	-25	-1	-37	x	8
49	CCC(=O)n1nc(-c2ccc(OC)cc2)nc1SC	6	-22	-49	-41	-73	-45	-38	4	-59	-17	6
50	O=S1c2ccccc2Oc2ccccc21	9	-7	-10	4	-18	-3	-12	-1	30	-1	-2
51	Cc1ccc(CNC(=O)CSc2ccc(-c3ccco3)nn2)cc1	11	-3	-15	11	18	-10	-19	5	2	2	-1
52	Cc1c(F)cccc1NC(=O)CCCCCC1NC(=O)NC1C (stereo not given)	-12	-1	20	-37	19	8	-6	-2	3	-4	15
53	CN(C)S(=O)(=O)c1ccc(N2CCCC2)c(C(=O)NNC(=O)c2ccc(Br)cc2)c1	8	5	-32	-66	-15	-5	-4	-14	-14	7	5
54	COCCCn1c(-c2ccsc2)nc2c1c(=O)[nH]c(=O)n2Cc1ccccc1	-1	-11	11	9	9	-15	13	-5	10	2	1
55	CNc1ccccc1NC(=O)CCn1c(=S)oc2ccccc21	-9	11	7	2	-4	9	-6	-2	1	0	-11
56	COc1ccc(CN2CCc3ccccc3C2)c(OC)c1	-4	8	-11	7	-16	4	-40	4	2	4	15
57	CC(=O)c1ccc(NC(=O)CCc2nnc3ccc(N4CCCC4)nn23)cc1	15	-20	-30	-72	4	-48	-41	-1	-27	-14	9
58	CC(Oc1ccc(Cl)cc1)c1ccnn1S(C)(=O)=O (stereo not given)	5	-5	9	-10	-4	-9	-9	4	-7	-8	-7
59	COc1ccc(S(=O)(=O)N2CCC(C(=O)N[C@@H](C)C(=O)NCc3cccnc3)CC2)cc1	11	19	-3	-6	-12	8	-1	1	11	-5	-1
60	CC(C)(C)OC(=O)N[C@@H](C(=O)OC(C)(C)C)c1ccc(Br)cc1	16	-2	0	-15	4	7	3	0	9	1	-13

# The closing 2 compounds of the section above are carried over, then new ones follow.
No.	Structure	CF NFkB block	NR2F2 inh	TWEAK Fn14 block	Shn3 3UTR inh	TROY NFkB inh	SRC3 inh	NCOA1 inh	KKLEB tox	LRH-1 inv ag	EBV LMP1 NFkB	TRAIL sens C8
59	COc1ccc(S(=O)(=O)N2CCC(C(=O)N[C@@H](C)C(=O)NCc3cccnc3)CC2)cc1	11	19	-3	-6	-12	8	-1	1	11	-5	-1
60	CC(C)(C)OC(=O)N[C@@H](C(=O)OC(C)(C)C)c1ccc(Br)cc1	16	-2	0	-15	4	7	3	0	9	1	-13
61	O=C(O)c1ccc(N2C(=O)CC(SC(=NCc3ccc4c(c3)OCO4)Nc3ccc(F)cc3)C2=O)cc1 (stereo not given)	-16	-2	24	-23	-12	15	0	15	-15	2	-8
62	Cc1ccc(NC(=O)NC2(C(=O)NCc3ccccc3)CCCCC2)cc1	14	-19	8	-4	9	10	2	-2	4	3	3
63	COc1cc(/C=N\NC(=O)CNC(=O)c2cccc([N+](=O)[O-])c2)ccc1O	-10	-11	2	-6	22	11	1	11	3	10	-12
64	CCOC(=O)c1sc2nc(C)nc(NCCc3ccccn3)c2c1C	-16	11	11	17	7	8	1	-2	19	6	-14
65	CC(C)=CCC[C@](C)(O)C1CC[C@]2(C)C1[C@H](O)CC1[C@@]3(C)CC[C@H](O[C@@H]4O[C@H](CO)[C@@H](O)[C@H](O)[C@H]4O[C@@H]4O[C@H](CO)[C@@H](O)[C@H](O)[C@H]4O)C(C)(C)C3CC[C@]12C (stereo not given in full)	16	5	-2	9	9	2	17	-15	-16	10	-10

# Compound activity (PubChem BioAssay)
